# Screening results as filed in PubChem BioAssay.
# HDAC3 inhib: human HDAC3 inhibition; O15379; recombinant HDAC3, fluorogenic peptide/trypsin coupled, fluorescence; inhibition, % at 8.3 µM; actives 0.15% (n = 320,000); in the data active = inhibition above about 26%, passing the limit was not always enough; inconclusive = no clear call, values can overlap the other calls
# KCNK3 block: human KCNK3 channel inhibition, primary screen | O14649 | CHO-KCNK3 thallium flux, FluxOR fluorescence; stronger effect = lower value | B-score at 10 µM | actives 0.84% (n = 340,000) | AID 602410;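 active = B-score under library mean minus 4 SD, starting fluorescence ratio at most library mean plus 5 SD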;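 note: more negative B-score means stronger inhibition of thallium flux through KCNK3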
# hERG rescue: hERG (human) protection from proarrhythmic block; CHO-hERG, FluxOR thallium flux, dofetilide IC70 present; actives 0.51% (n = 310,000); AID 1511; activation (rescue from dofetilide block), less the hit threshold, % at 10 µM;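 active = activation above the mean of controls blocked by dofetilide plus 5 SD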;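 note: thallium influx through hERG after potassium depolarization seen as dye fluorescence rise; in these data hits start at about 4.7%; inactives centre near -7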
# KCNQ1 act: potentiates or activates the human KCNQ1 potassium channel; CHO-K1 KCNQ1, thallium flux FluxOR fluorescence; stronger effect = higher value; AID 2648; B-score at 10 µM; P51787; actives 0.35% (n = 310,000);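 active = fluorescence ratio B-score, a plate-corrected score, at least three library SD, with initial intensity B-score within 5 SD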
#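 Material: CHO-K1 cells stably expressing KCNQ1. Medium: assay buffer for compound exposure, DMSO matched across wells. Reagent: K+/Tl+ depolarizing stimulus. Compound dosing: single-concentration screen. Times: 37 °C overnight plating, 90-min dark dye load, 20-min compound pretreatment. Technique: FluxOR Tl+ flux fluorescence.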
# TMEM16A inh: inhibitors of mouse TMEM16A calcium-activated chloride channel | Q8BHY3 | HEK293 TMEM16A/YFP iodide influx fluorescence, ionomycin | normalized B-score (activity score, 25-100; higher = stronger inhibition) at 10 µM | actives 1.2% (n = 310,000) | AID 588511;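 active = ratio plate-corrected score three or more library SD toward inhibition, starting fluorescence score within five deviations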;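 note: score derived from kinetic fluorescence span divided by baseline fluorescence per well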
# TRPC4 PAM: TRPC4 (mouse) allosteric potentiation | HEK293 TRPC4beta/mu-opioid, DAMGO EC20, Fluo-4 Ca2+ flux; stronger effect = higher value | B-score at 10 µM | actives 0.42% (n = 310,000) | AID 2227;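 active = B-score of calcium response area above 5 SD of library B-scores, with initial fluorescence ratio within 5 SD of library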;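 note: B-score of integrated fluorescence ratio over time as area under calcium response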
# Target sequence (Q9QUQ5 whole entry, looked up): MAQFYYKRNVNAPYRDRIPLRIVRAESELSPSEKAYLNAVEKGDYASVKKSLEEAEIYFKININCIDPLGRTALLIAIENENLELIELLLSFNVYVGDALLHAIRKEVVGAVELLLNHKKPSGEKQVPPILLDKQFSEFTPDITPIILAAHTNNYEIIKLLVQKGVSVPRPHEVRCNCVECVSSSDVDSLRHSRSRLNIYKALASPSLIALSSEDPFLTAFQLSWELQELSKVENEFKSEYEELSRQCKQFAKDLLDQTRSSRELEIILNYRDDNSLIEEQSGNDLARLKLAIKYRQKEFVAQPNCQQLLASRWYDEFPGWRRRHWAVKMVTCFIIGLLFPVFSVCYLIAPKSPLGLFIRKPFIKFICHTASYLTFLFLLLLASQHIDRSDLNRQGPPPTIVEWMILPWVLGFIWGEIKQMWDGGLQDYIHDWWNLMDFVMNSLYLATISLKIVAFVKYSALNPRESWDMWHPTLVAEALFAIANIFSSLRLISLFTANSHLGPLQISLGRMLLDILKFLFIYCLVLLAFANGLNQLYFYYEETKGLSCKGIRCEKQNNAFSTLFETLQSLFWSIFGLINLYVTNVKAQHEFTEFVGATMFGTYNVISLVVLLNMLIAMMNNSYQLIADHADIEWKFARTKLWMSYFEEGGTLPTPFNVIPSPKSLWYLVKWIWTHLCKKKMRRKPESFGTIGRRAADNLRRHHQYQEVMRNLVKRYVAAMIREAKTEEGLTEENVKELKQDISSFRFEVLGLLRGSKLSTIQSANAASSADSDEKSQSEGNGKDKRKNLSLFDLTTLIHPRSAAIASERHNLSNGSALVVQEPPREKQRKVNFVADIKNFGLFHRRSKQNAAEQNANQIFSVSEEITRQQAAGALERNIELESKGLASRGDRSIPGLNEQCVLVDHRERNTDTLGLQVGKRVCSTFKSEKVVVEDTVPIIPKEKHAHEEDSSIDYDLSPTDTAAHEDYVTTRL
# ANO1 activ: mouse TMEM16A channel activation, primary screen; B-score at 10 µM; actives 0.3% (n = 340,000); Q8BHY3; HEK293 TMEM16A/YFP-H148Q/I152L, iodide quench fluorescence; stronger effect = lower value;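 active = fluorescence-ratio B-score plate-corrected deviation score at least 3 library SD below zero, with starting fluorescence score within 5 deviations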;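 note: channel opened by trigger with iodide after compound preincubation; score built on the fluorescence ratio of max minus min over baseline; more negative score means more quench and so TMEM16A activation or potentiation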
# KCNQ1 block: blocks the human KCNQ1 potassium channel | P51787 | CHO-K1 KCNQ1, FluxOR thallium flux fluorescence; stronger effect = higher value | B-score at 10 µM | actives 1.3% (n = 310,000);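 active = compounds whose thallium flux B-score, printed positive for inhibition, exceeds three library SD while starting fluorescence stays within three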;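 note: channel opened by potassium depolarization with thallium stimulus after 20 min compound exposure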
# TRPC4 act: TRPC4 (mouse) channel activation | HEK293 TRPC4beta/mu-opioid, Fluo4 calcium fluorescence; stronger effect = higher value | B-score at 10 µM | actives 0.49% (n = 310,000);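 active = B-score above 5 SD of library B-scores, and initial fluorescence ratio not above library mean plus 5 SD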;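 note: positive B-score marks a calcium rise read as TRPC4 activation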
#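 Assay system: HEK293 stable line with TRPC4beta plus mu-opioid receptor. Times: dye 45 min RT, read 110 s. Measured by: kinetic Fluo4 calcium fluorescence. Measure: B score of integrated ratio. Controls: assay buffer as low control, maximal DAMGO as high control.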
# KCNK9 block: blocks the human KCNK9 two-pore domain potassium channel; HEK293 KCNK9, FluxOR thallium flux fluorescence; stronger effect = lower value; B-score at 10 µM; actives 1.2% (n = 310,000); AID 488922;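 active = ratio B-score over 3 SD below the library mean, with starting fluorescence within 5 SD of its mean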;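 note: negative B-score means less thallium flux so channel inhibition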
# DYRK1A inh: blocks rat Dyrk1A kinase activity | actives 0.43% (n = 310,000) | AID 504441 | ADP-Glo luminescence, NFATc1 peptide | inhibition, % at 12.5 µM | Q63470; in the data active = inhibition above about 50%;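 note: plate controls were vehicle with enzyme for no effect and no enzyme for full effect; many of its hits are not listed in these tables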
# Numbers without * were called inactive; i = inactive; ? = inconclusive; / = not tested or not shown. An excerpt (hit frequency here may not be typical).
SMILES,HDAC3 inhib,KCNK3 block,hERG rescue,KCNQ1 act,TMEM16A inh,TRPC4 PAM,ANO1 activ,KCNQ1 block,TRPC4 act,KCNK9 block,DYRK1A inh
CC(C)C(=O)Nc1ccc2nn(-c3ccc(F)cc3)nc2c1,3,i,-13,i,i,i,i,i,i,i,/
COc1ccc(CCNC(=O)CSc2nn(-c3ccccc3)c(=S)s2)cc1,5,i,-8,i,i,i,i,i,i,i,0
CCOC(=O)c1c(C)[nH]c(C)c1S(=O)(=O)N1CCN(c2cccc(C)c2)C(C)C1 (stereo not drawn),2,i,-11,i,i,i,i,i,i,i,/
Cc1ccc(OCCNC(=O)CCc2nc3sc4c(c3c(=O)[nH]2)CCCC4)cc1,-4,i,-10,i,i,i,i,i,i,i,10
O=C(CCC(=O)N/N=C/c1cc(Cl)cc(Cl)c1O)NCc1ccccc1,1,i,-4,i,i,i,i,i,i,i,-5
CC[C@@H](C)C(NC(=O)OC(C)(C)C)c1cn([C@@H](Cc2ccc(O)cc2)C(=O)N2CCN(C(=O)OC(C)(C)C)CC2)nn1 (stereo partly drawn),-3,i,-5,i,i,i,i,i,i,i,/
O=C(Nc1nc2ccccc2s1)c1ccc(OCC2CCCO2)cc1 (stereo not drawn),7,i,-10,i,i,i,i,i,i,i,57*
COc1cccc(CC(=O)Nc2ccc3c(c2)CCC3)c1,-7,i,-6,i,i,i,i,i,i,i,-3
CCNC(=O)N1CCN(C(=O)NCC)CC1,0,i,-16,i,i,i,i,i,i,i,-8
CC(=O)c1ccc(-c2ccc(C(=O)N(C)c3c(N)n(Cc4ccccc4)c(=O)[nH]c3=O)o2)cc1,?,i,-11,i,i,i,i,i,i,i,4
NCCCCCC(=O)N/N=C/c1ccc2nccnc2c1,1,i,-9,i,i,i,i,i,i,i,25
COc1ccc(/C=N/n2c(-c3cccs3)n[nH]c2=S)cc1,?,i,-7,i,i,i,i,i,i,i,8
COc1ccc(S(=O)(=O)NCc2ccco2)cc1C(=O)N1CCOCC1,4,i,-4,i,i,i,i,i,i,i,-2
O=C(COc1ccc2ccccc2c1)Nc1nccs1,13,i,-11,i,i,i,i,i,i,i,4
CC1(C)Cc2[nH]c(=O)c(C#N)cc2CS1,3,i,1,i,i,i,i,i,i,i,1
COCCCNC(=O)C1CCN(S(=O)(=O)N(CC(C)C)CC(C)C)CC1,1,i,0,i,i,i,i,i,i,i,-3
O=C1CN(C(=O)CSc2nc3ccccc3c(=O)n2Cc2ccc(F)cc2)c2ccccc2N1,-1,i,-11,i,i,i,i,i,i,i,0
CCOC(=O)C1=C(CC)Nc2ccccc2N/C1=N\S(=O)(=O)c1ccc(C(=O)OCC)cc1,4,i,-14,i,i,i,i,i,i,i,-6
COc1ccccc1CCNS(=O)(=O)CCNC(=O)c1ccc2c(c1)OCO2,2,i,-12,i,i,i,i,i,i,i,-2
Fc1ccc(CNCCC(Cc2ccccc2)c2ccco2)cc1 (stereo not drawn),-2,i,-14,i,i,i,i,i,i,i,/
CCOC(=O)c1c(NC(=O)COC(=O)CNC(=O)c2ccco2)sc(C)c1C,3,i,-8,i,i,i,i,i,i,i,7
COc1ccc(NC(=O)CSc2nnc(-c3ccccn3)n2N)c(OC)c1,2,i,-4,i,i,i,i,i,i,i,1
Cc1noc(C)c1C(=O)N1CCC(C(=O)c2ccc(F)cc2F)CC1,7,i,-8,i,i,i,i,i,i,i,-2
O=C(OCc1csc(-c2ccccc2)n1)c1ccc(O)cc1,8,i,-19,i,100*,i,i,i,i,i,2
NC1=NC(=O)/C(=C/c2cn(Cc3ccccc3)c3ccccc23)S1,-1,i,-11,i,i,i,i,i,i,i,-2
Cc1ccccc1-n1c(SCC(=O)N2CCC(C(=O)O)CC2)nnc1-c1ccncc1,-13,i,-5,i,i,i,i,i,i,i,-1
Nc1ccccc1C(=O)NCCCN1CCN(c2cccc(Cl)c2)CC1,-25,i,-9,i,i,i,i,i,i,i,2
CC(=O)Nc1ccc(N2CC(C)(C)C2=O)cc1,-9,i,-3,i,i,i,i,i,i,i,-1
COC(=O)CNC(=O)c1ccc(=O)oc1,2,i,-5,i,i,i,i,i,i,i,-7
CCCC(C(=O)NC1CCCC1)N(Cc1ccc2c(c1)OCO2)C(=O)c1snc(C(N)=O)c1N (stereo not drawn),3,i,-8,i,i,i,i,i,i,i,0
COc1cccc(NC(=O)CCC2CCN(C(=O)c3c(C)noc3C)CC2)c1,/,i,-10,i,i,i,i,i,i,i,0
CCCCn1c(N)c(N(Cc2ccccc2OC)C(=O)CN2C(=O)NC(C)(c3ccccc3)C2=O)c(=O)[nH]c1=O (stereo not drawn),1,i,-17,i,i,i,i,i,i,i,/
Cc1ccc(S(=O)(=O)NCCOc2nc(N3CCOCC3)nc(N3CCOCC3)n2)cc1,2,i,-2,i,i,i,i,i,i,i,1
CSc1nc(-c2ccc(C)cc2)[nH]c1S(=O)(=O)c1ccccc1,5,i,-5,i,i,i,i,i,i,i,/
COc1ccccc1COn1c(=O)c(-c2ccco2)[n+]([O-])c2ccccc21,5,i,-8,i,i,i,i,i,i,i,-4
Cc1ccc(N=Cc2cc3c(cc2[N+](=O)[O-])OCO3)cc1[N+](=O)[O-],0,i,-5,i,i,i,i,i,i,i,/
COc1ccc(NC(=O)N2CCCC(CNS(=O)(=O)c3cccs3)C2)c(C)c1 (stereo not drawn),-2,i,-15,i,i,i,i,i,i,i,5
Clc1ccc(Nc2ncn[nH]2)cc1,-3,i,-4,i,i,i,i,i,i,i,8
CCc1c(C)c2cc(Cl)c(O)c(CN3CCCC3)c2oc1=O,-228,i,1,i,i,i,i,i,i,i,0
Cc1cc2oc3ccc(NCCC4CCCN4C)cc3c(=O)c2cc1C (stereo not drawn),-3,i,-22,i,i,i,i,i,i,i,11
Cc1ccc(N=Cc2nc(-c3ccc(C)cc3)oc2O)cc1,/,i,-17,i,/,i,i,i,i,i,2
Cc1cc(C(=O)Cn2nnc3ccccc3c2=O)c(C)n1-c1c(C)n(C)n(-c2ccccc2)c1=O,5,i,-4,i,i,i,i,i,i,i,0
O=C(c1ccccc1/S(=N/S(=O)(=O)c1ccccc1)N1CCOCC1)N1CCOCC1 (stereo not drawn),-1,i,-3,i,i,i,i,i,i,i,-2
COc1cc(NC(=O)CC(C)n2ccnc2)cc(OC)c1 (stereo not drawn),-6,i,-4,i,i,i,i,i,i,i,6
COc1ccc(NC(=O)CC2C(=O)N(c3cccc(OC)c3)C(=O)N2CCC(C)C)cc1 (stereo not drawn),-9,i,-4,i,i,i,i,i,i,i,-2
Cc1cccc2nc3c(nc12)-c1ccccc1C3=O,/,i,-7,i,i,i,i,i,i,i,/
CCOc1cccc(NCc2cc3c(C(C)(C)C)nn(-c4ccccc4)c3[nH]c2=O)c1,1,i,-12,i,i,i,i,i,i,i,6
O=C(CN1C(=O)c2ccccc2S1(=O)=O)N1CCN(c2ccccc2)CC1,3,i,-2,i,i,i,i,i,i,i,-13
COc1ccc(C(=O)C2CCN(C(=S)NCCc3ccccc3)CC2)cc1,1,i,-3,i,i,i,i,i,i,i,-3
Cc1ccc(S(=O)(=O)N2CCC(=O)N(C(COCc3ccc(C(F)(F)F)cc3)Cc3ccccc3)CC2)cc1 (stereo not drawn),-2,i,-3,i,i,i,-34*,i,i,i,-4
Cc1ccc(C)c(S(=O)(=O)N2CCCCC2CCNC(=O)C(=O)NCc2ccccc2)c1 (stereo not drawn),/,i,-6,i,i,i,i,i,i,i,8
CCCC(=O)Nc1ccc(C(=O)N/N=C/c2cccnc2)cc1,8,i,-10,i,i,i,i,i,i,i,3
CNC(=O)c1[nH]cnc1C(=O)N[C@@H](Cc1ccccc1)C(=O)OCc1ccccc1,4,i,-10,i,i,i,i,i,i,i,-3
CCOc1ccc(-c2nnc(SCC(=O)N3CCN(c4ccccc4)CC3)o2)cc1,3,i,-6,i,i,i,i,i,i,i,-2
CC(C)NC(=O)CSc1ccccc1C(=O)NNC(=O)Cn1ccc(C(F)(F)F)n1,-3,i,-7,i,i,i,i,i,i,i,/
CCC(=O)N1CCc2cc(S(=O)(=O)NC(C(=O)Nc3cccc(C)n3)C(C)C)ccc21 (stereo not drawn),-8,i,-13,i,i,i,i,i,i,i,-3
CCn1c(SCC(=O)N(C)Cc2ccc(OC)c(F)c2)nc2cc(S(N)(=O)=O)ccc21,7,i,-7,i,i,i,i,i,i,i,-2
CC(C)C(=O)N/N=C/c1ccc(OCc2ccccc2)cc1,5,i,-4,i,i,i,i,i,i,i,-2
O=C(NC1CCCCC1)N(C1=NCCCCC1)c1ccc(Br)cc1,/,i,-12,i,i,i,i,i,i,i,-4
CCOC(=O)c1ccc(CC(=O)c2ccc(O)cc2O)o1,2,i,-7,i,i,i,i,i,i,i,0

# The results go on:
SMILES,HDAC3 inhib,KCNK3 block,hERG rescue,KCNQ1 act,TMEM16A inh,TRPC4 PAM,ANO1 activ,KCNQ1 block,TRPC4 act,KCNK9 block,DYRK1A inh
CC(CCc1ccco1)N(C)S(=O)(=O)c1csc(C(N)=O)c1 (stereo not drawn),1,i,-3,i,i,i,i,i,i,i,0
COc1ccc(NC(=S)NCCCN2CCCC2)cc1Cl,4,i,-11,i,i,i,i,i,i,i,-9
CC(O)C(O)C(O)C(O)/C=N/NC(=O)c1ccccc1 (stereo not drawn),2,i,-5,i,i,i,i,i,i,i,6
CC1CCC(NC(=O)c2nn(C)c3c2CS(=O)(=O)c2ccccc2-3)CC1 (stereo not drawn),-6,i,-11,i,i,i,i,i,i,i,-3
CS(=O)(=O)N(Cc1ccc(Cl)cc1)c1ccc(C(=O)NCCSc2ccccn2)cc1,/,i,-6,i,i,i,i,i,i,i,2
O=C(CNC(=O)Cc1ccc(Cl)cc1)NCC(=O)N1CCCCC1,-1,i,-10,i,i,i,i,i,i,i,-8

# An excerpt from above, reduced to HDAC3 inhib, DYRK1A inh and hERG rescue:
compound | HDAC3 inhib | DYRK1A inh | hERG rescue
CS(=O)(=O)N(Cc1ccc(Cl)cc1)c1ccc(C(=O)NCCSc2ccccn2)cc1 | / | 2 | -6
COc1ccc(NC(=S)NCCCN2CCCC2)cc1Cl | 4 | -9 | -11
CC(CCc1ccco1)N(C)S(=O)(=O)c1csc(C(N)=O)c1 (stereo not drawn) | 1 | 0 | -3
